High-throughput results: PubChem BioAssay, several laboratories
West Nile antiviral: West Nile virus antiviral activity, cell-based, CPE readout (AID 1621). actives 0.02% (n = 290,000). West Nile virus-infected cells, CPE inhibition; higher % means a stronger effect. CPE inhibition, % at 10 µM, or IC50 in µM where a hit was titrated; in the data active means a potency from the dose series; inconclusive means CPE inhibition mostly from about 3.7% at the one dose, without a potency; inactive means the rest, 99 in 100 with CPE inhibition below about 2.2%; further: strong numbers were not always called active
GPR55 antagonists: GPR55 antagonists blocking LPI-driven arrestin recruitment, primary screen, imaging, U2OS, beta-arrestin-GFP, LPI agonist (AID 2013). G-protein coupled receptor 55 (Homo sapiens). U2OS GPR55 beta-arrestin-GFP translocation imaging, LPI antagonism; higher % means a stronger effect. inhibition, % at 10 µM, or IC50 in µM where a hit was titrated. actives 0.13% (n = 290,000);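 active means spots per cell inhibited over 60%, with over 100 cells counted and total cytoplasm intensity under 500,000; inconclusive means wells with under 100 cells, flagged as likely toxic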;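 further: U2OS cells stably carrying GPR55 and arrestin-GFP stimulated by 5 µM LPI near EC80; imaged beta-arrestin-GFP aggregate spots per cell after agonist stimulation; plate controls were LPI-stimulated DMSO wells for no effect and DMSO wells without LPI for full effect; some results filed as inactive read as strong as hits; confirmed hits need IC50 under 10 µM and bright autofluorescent wells are also inconclusive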
GPR55 beta-arrestin: GPR55 agonists via beta-arrestin recruitment, primary screen, imaging, U2OS cells, beta-arrestin-GFP redistribution (AID 1961); activation, % at 10 µM, or EC50 in µM where a hit was titrated; actives 0.048% (n = 290,000); U2OS GPR55 beta-arrestin-GFP redistribution imaging; higher % means a stronger effect; G-protein coupled receptor 55 (Homo sapiens);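 active means activation above 40% with more than 50 cells counted in the well; inconclusive means wells holding fewer than 50 cells, flagged as toxic or sparse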;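 further: U2OS osteosarcoma cells stably expressing GPR55 and beta-arrestin-GFP; plate controls were DMSO negative control for no effect and LPI positive control for full effect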
T cell HTS: modulators of CD8 T cell-vesicle binding, primary screen, mouse 2C CD8+ T cells, flow cytometry; 2C CD8+ T cell-vesicle binding; hits give low values; calls only at 7 µM; actives 0.068% (n = 330,000);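 active means response, share of CD8 T cells binding vesicles, and their 90th percentile fluorescence all below set limits, cut at about 80% in these data, passing the limit was not always enough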
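Material: 2C TCR transgenic mouse naive CD8+ T cells, MACS-purified. Also added: QL9-charged Drosophila Ld/ICAM-1/B7-1 vesicles. Timing: binding 1.5 h at 37 °C. Measured by: high-throughput flow cytometry with anti-B7-1 and anti-CD8 staining. Read-out: percent CD8+ FL2 mean versus row control. Controls: Unloaded micro-vesicles (low), QL9 vesicles with 0.7% DMSO (high).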
GPR35 antagonists: GPR35 antagonists blocking zaprinast-driven arrestin recruitment, primary screen, imaging, U2OS, beta-arrestin-GFP, zaprinast agonist (AID 2058); U2OS GPR35 beta-arrestin-GFP translocation imaging, zaprinast antagonism; higher % means a stronger effect; actives 0.052% (n = 290,000); G-protein coupled receptor 35 (Homo sapiens); one-dose inhibition, % at 10 µM; IC50 in µM for titrated hits;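 active means inhibition of at least 50% with at least 30 cells and total cytoplasm GFP at most 10,000,000; inconclusive means under 30 cells or total GFP of 10,000,000 plus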
KOR beta-arrestin-1: KOR antagonists, beta-arrestin recruitment, cell-based, luminescence, uHTS (AID 1778); actives 0.091% (n = 290,000); Kappa-type opioid receptor (Homo sapiens); KOR beta-arrestin recruitment, luminescence, antagonist mode; higher % means a stronger effect; inhibition, % at 10 µM; hits with a dose series show IC50 in µM; in the data active means inhibition above about 50%; further: strong numbers were not always called active
KOR beta-arrestin-2: KOR agonists, beta-arrestin recruitment, primary screen, cell-based, luminescence, uHTS (AID 1777); Kappa-type opioid receptor (Homo sapiens); KOR beta-arrestin recruitment, luminescence; higher % means a stronger effect; one-dose activation, % at 10 µM; EC50 in µM for titrated hits; actives 0.02% (n = 280,000); in the data active means activation above about 50%, passing the limit was not always enough; further: a part of the inactive calls stands beside numbers as strong as those of hits
PhoP inhibition: inhibitors of PhoP regulon expression, primary screen, Salmonella Typhimurium, GFP reporter (AID 1863). S. Typhimurium PhoP-regulated promoter GFP reporter, 4 h; higher % means a stronger effect. inhibition, % at 50 µM; hits with a dose series show IC50 in µM. actives 0.16% (n = 300,000);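 active means inhibition over 29.93%, a cutoff 3 SD above the screen mean, later confirmed by dose response; inconclusive means inhibition over 29.93% but no dose response follow-up; inactive means inhibition at most 29.93% or unconfirmed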;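 further: 0% = low Mg2+ inducing control and 100% = high Mg2+ repressing control; strong numbers were not always called active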
NTR1 ag: agonists of NTR1, primary screen, imaging, U2OS cells, beta-arrestin-GFP, high content (AID 493036); Neurotensin receptor type 1 (Homo sapiens), P30989; NTR1-U2OS beta-arrestin-GFP spot imaging, agonist mode; activation, % at 20 µM; actives 0.17% (n = 330,000);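 active means activation at or above 40% of the spot to cytoplasm intensity ratio, with at least 20 cells analyzed; inconclusive means wells under 20 cells, flagged as cytotoxic or low count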;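 further: 0% = DMSO without peptide and 100% = 100 nM NTR1 peptide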
Target sequence (P30989 whole entry, looked up): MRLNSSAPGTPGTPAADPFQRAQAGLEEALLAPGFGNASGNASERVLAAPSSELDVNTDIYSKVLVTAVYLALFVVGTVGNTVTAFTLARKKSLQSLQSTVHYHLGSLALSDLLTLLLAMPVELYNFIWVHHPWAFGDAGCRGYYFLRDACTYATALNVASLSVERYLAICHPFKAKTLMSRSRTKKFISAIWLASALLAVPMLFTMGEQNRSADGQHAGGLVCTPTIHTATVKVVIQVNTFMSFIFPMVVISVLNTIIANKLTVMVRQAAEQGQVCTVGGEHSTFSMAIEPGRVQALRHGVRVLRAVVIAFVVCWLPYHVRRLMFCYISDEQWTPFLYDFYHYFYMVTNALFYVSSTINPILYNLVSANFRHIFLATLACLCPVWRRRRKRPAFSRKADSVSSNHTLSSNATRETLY
T cell HTS vesicle-bound %: further read-out of T cell HTS, marked with its call; double positive events, %; measured here: CD8+ vesicle-bound cell fraction;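 binding gate set so that unloaded-vesicle control wells show 10% double positive cells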
NTR1 ag cell count 20 µM: recorded beside NTR1 ag, whose call it bears; cell count; measured here: cell count, cytotoxicity flag
Numbers without * were called inactive; i = inactive; ? = inconclusive; · = no result given; [ ] = dose if it differs, or a comment.

Start of the data: the first 5 compounds as a preview:
SMILES	West Nile antiviral	GPR55 antagonists	GPR55 beta-arrestin	T cell HTS	T cell HTS vesicle-bound %	GPR35 antagonists	KOR beta-arrestin-1	KOR beta-arrestin-2	PhoP inhibition	NTR1 ag	NTR1 ag cell count 20 µM
CCCCNC(=S)N(CCO)Cc1cc2cc3c(cc2[nH]c1=O)OCCO3	-0.8%	-4%	-0.1%	i	53	6%	-18%[20 µM]	2.7%	-6%	-1.6	52
O=S(=O)(c1ccc(Cl)cc1)N1CCNCC1	-0.4%	16%	-0.4%	i	8	-13%	-3%	-3.6%	-4%	1.7	37
CCCC(CCC(=O)Nc1ccc(C(=O)OC)cc1)C(=O)O (centres undefined)	0.2%	0%	-0.1%	i	24	-13%	49%	0.2%	-6%	-0.2	50
O=C(O)c1ccc(/C=N/n2cc(-c3ccccc3)[nH]c2=S)cc1	0.5%	-4%	0.4%	i	36	-1%	14%	1.2%	-5%	-0.1	70
CCC/C=N/Nc1nnc(Cc2ccccc2)c(=O)[nH]1	-0.9%	5%	-0.1%	i	36	-2%	-15%	-2.9%	14%	1.2	78

The listing, repeating the preview:
SMILES	West Nile antiviral	GPR55 antagonists	GPR55 beta-arrestin	T cell HTS	T cell HTS vesicle-bound %	GPR35 antagonists	KOR beta-arrestin-1	KOR beta-arrestin-2	PhoP inhibition	NTR1 ag	NTR1 ag cell count 20 µM
CCCCNC(=S)N(CCO)Cc1cc2cc3c(cc2[nH]c1=O)OCCO3	-0.8%	-4%	-0.1%	i	53	6%	-18%[20 µM]	2.7%	-6%	-1.6	52
O=S(=O)(c1ccc(Cl)cc1)N1CCNCC1	-0.4%	16%	-0.4%	i	8	-13%	-3%	-3.6%	-4%	1.7	37
CCCC(CCC(=O)Nc1ccc(C(=O)OC)cc1)C(=O)O (centres undefined)	0.2%	0%	-0.1%	i	24	-13%	49%	0.2%	-6%	-0.2	50
O=C(O)c1ccc(/C=N/n2cc(-c3ccccc3)[nH]c2=S)cc1	0.5%	-4%	0.4%	i	36	-1%	14%	1.2%	-5%	-0.1	70
CCC/C=N/Nc1nnc(Cc2ccccc2)c(=O)[nH]1	-0.9%	5%	-0.1%	i	36	-2%	-15%	-2.9%	14%	1.2	78
COC(=O)c1cn(Nc2ncc(C(F)(F)F)cc2Cl)c(=O)c2ccccc12	0.2%	18%	0.3%	i	36	2%	·	-5.2%	-9%	-0.7	37
O=C(NCCc1ccccc1)C1CCN(C(=O)c2ccc([N+](=O)[O-])cc2)CC1	-0.9%	4%	-0.2%	i	59	11%	-16%	-3.1%	2%	-1.1	96
NN1C(=O)/C(=C\c2ccco2)SC1=S	-0.5%	7%	-0.1%	i	25	8%	·	2.5%	-5%	0.8	56
COc1ccc2nc(SCC(=O)Nc3ccccc3C#N)[nH]c2c1	-0.2%	-18%	-0.2%	i	45	-9%	20%	-1.3%	4%	0.0	53
Oc1cccc(/C=N/Nc2ccc(Cl)nn2)c1O	?	6%	-0.2%	i	23	-14%	-8%	4.9%	138µM*	8.2	81
Cc1ccc(S(=O)(=O)N2CCN(CC(=O)N/N=C\c3ccncc3)CC2)cc1	-0.1%	8%	0.7%	i	57	2%	21%	-0.8%	-8%	0.3	55
CC(=O)NC1C(OCc2ccccc2)OC2COC(C)(C)OC2C1O (centres undefined)	-0.7%	5%	-0.1%	i	19	1%	-24%[20 µM]	-2.8%	-1%	0.7	65
Cc1cc(C)c(S(=O)(=O)c2ccccc2)c(OC(=O)c2c(Cl)cc(Cl)cc2Cl)n1	0.4%	0%	1.3%	i	37	-9%	-4%	1.3%	5%	-3.0	87
O=C(N1CCN(c2ccc(F)cc2)CC1)C12CC3CC(CC(C3)C1)C2	-1.1%	2%	0.1%	i	15	4%	-14%	-0.5%	2%	0.2	91
COc1cc(C(=O)NC2CC3CCCC(C2)N3Cc2ccccc2)cc(OC)c1OC (centres undefined)	-1.0%	8%	0.3%	i	54	6%	-2%	0.7%	12%	0.5	46
Cc1ccsc1C(=O)N/N=C/c1ccc2c(c1)OCO2	0.1%	5%	-0.3%	i	52	5%	9%	1.1%	-13%	2.7	41
O=C(NCc1ccco1)/C(=C\C=C\c1ccccc1)NC(=O)c1ccco1	0.1%	6%	-0.1%	i	14	8%	0%	4.1%	-5%	-1.7	50
Cc1ccc(S(=O)(=O)N/N=C2/CC(c3ccccc3)Oc3ccccc32)cc1[N+](=O)[O-] (centres undefined)	0.1%	7%	0.3%	i	37	6%	-1%	0.2%	3%	7.7	83
Cc1ccc(C2C(C(N)=S)=C(N)OC3=C2C(=O)CC(C)(C)C3)cc1 (centres undefined)	-0.2%	2%	-0.1%	i	39	1%	16%	-3.0%	-5%	0.9	36
CCC1=Nc2ccccc2NC2=C1C(=O)CCC2	0.2%	1%	-0.2%	i	17	7%	6%	·	-2%	-0.2	38
Cc1c(NC(=O)Nc2ccc(C#N)cc2)c(=O)n(-c2ccccc2)n1C	0.2%	1%	-0.1%	i	25	2%	-6%	-3.5%	10%	0.0	98
Clc1ccc(SCCOCCN2CCCCCC2)cc1	-1.3%	22%	-0.2%	i	48	12%	-36%[20 µM]	1.4%	-8%	-0.8	65
c1cnc2c(C3NCCc4c3[nH]c3ccccc43)cccc2c1 (centres undefined)	-0.8%	8%	0.2%	i	18	-10%	6%	-2.4%	-1%	-0.1	94
Clc1ccc(-n2nnnc2SCc2c(-c3ccccc3)nc3sccn23)cc1	-0.8%	-17%	-0.1%	i	12	-14%	9%	-2.5%	-10%	-0.7	80
COc1ccc(NC(=O)CC(CC(=O)O)c2cc(OC)c(OC)c(OC)c2)cc1 (centres undefined)	0.2%	6%	0.0%	i	25	-6%	-6%	4.2%	-6%	2.0	55
CSc1nc(Oc2cccc(C(F)(F)F)c2)cc(C(F)(F)F)n1	0.7%	2%	-2.3%	i	33	4%	-4%	4.7%	-5%	0.8	61
CCOC(=O)C(CCC#N)(CCC#N)C(=O)OCC	1.4%	6%	-0.2%	i	46	6%	-7%	-1.5%	-2%	-2.7	78
COc1oc(-c2ccccc2)nc1C(F)(F)F	0.1%	0%	0.0%	i	17	0%	-10%	0.1%	-10%	-0.6	69
O=C(/C=C/c1ccccc1)Nc1ccc(NC(=O)c2cccs2)cc1	0.2%	-10%	0.3%	i	12	-3%	-2%	-0.2%	-8%	1.2	63
COCC(C)OC(=O)c1c(N)n(-c2ccc(OC)c(OC)c2)c2nc3ccccc3nc12 (centres undefined)	-0.2%	-6%	-0.1%	i	42	0%	-1%	8.1%	-1%	0.4	58
COc1ccc(Cn2cccc(NC(=O)Nc3ccc(F)cc3)c2=O)cc1	-1.5%	6%	-0.2%	i	10	-4%	-2%	-2.5%	-8%	1.7	49
O=C1CN=C(Nc2cccc(C(F)(F)F)c2)N1C1CCCC1	-0.8%	8%	-0.1%	i	23	-9%	12%	7.7%	-7%	0.1	48
CC(=O)Oc1c(C)cc(O)c2ccccc12	0.7%	6%	-0.1%	i	35	5%	-18%	7.0%	-14%	-0.8	64
O=C(CNc1ccccc1Cl)N/N=C1\CCCc2ccccc21	0.8%	3%	-0.1%	i	22	13%	-166%	8.3%	2%	1.2	50
Cc1ccc(OCCCC(=O)NC(C)c2ccccc2)cc1 (centres undefined)	0.2%	12%	-0.1%	i	49	25%	-48%	7.6%	-5%	-1.6	67
O=C(NCCOCc1ccccc1)C(c1ccccc1)c1ccccc1	-1.1%	3%	-0.1%	i	28	-2%	6%	-3.0%	7%	0.0	70
CCC(C(=O)OCC(=O)Nc1ccc(OC)cc1OC)c1ccccc1 (centres undefined)	1.1%	-1%	0.3%	i	23	16%	-11%	-0.8%	-1%	2.8	49
O=C(O)c1nn(Cc2nc3ccccc3o2)c(=O)c2ccccc12	-0.1%	3%	-0.1%	i	31	22%	-5%	1.3%	1%	-0.7	41
COc1cccc2[nH]c3c(N4CCc5ccccc5C4)ncnc3c12	0.2%	4%	-0.1%	i	16	14%	-12%	5.9%	-8%	17	56
Cc1ccc(CNC(=O)c2nnc(CS(=O)(=O)c3ccccc3)o2)cc1	-0.5%	8%	-0.1%	i	30	-5%	-20%[20 µM]	·	·	-1.5	101
O=C(N/N=C\c1cccc(F)c1)c1ccc(-c2ccccc2)cc1	-0.6%	-8%	-0.1%	i	11	-2%	-6%	0.9%	-4%	-0.4	55
COc1ccc(C(CCNCc2ccc(OC)c(OC)c2)c2ccc(F)cc2)cc1 (centres undefined)	1.3%	21%	0.4%	i	35	-2%	2%	-0.6%	-5%	5.1	57
COc1ccc(CNc2ncnc3cc(OC)c(OC)cc23)cc1	-0.2%	-17%	-0.3%	i	19	3%	-33%	1.5%	-1%	-0.7	39
Cc1cc(N/N=C/c2cccc(F)c2)nc(NCc2ccccc2)n1	-0.3%	33%	-0.3%	i	28	-14%	-9%	3.5%	9%	24	49
Cc1cc(=O)oc2cc(OCC(=O)NCCc3nc4ccccc4[nH]3)ccc12	0.2%	-16%	-0.1%	i	12	-13%	-33%	-2.2%	-10%	-0.3	76
Cc1ccc(C(=O)NNC(=O)Cc2ccccc2)cc1	-0.2%	8%	-0.1%	i	0	12%	-4%	-2.3%	-2%	-2.3	56
COc1ccc(C(=O)NNC(=O)CSc2nc3c([nH]2)c(=O)n(C)c(=O)n3C)cc1	0.3%	11%	-0.5%	i	18	12%	-12%	0.4%	1%	0.7	43
Cc1ccc(-n2ncc(C(=O)O)c2C2CCN(C(=O)OC(C)(C)C)CC2)cc1	0.4%	-4%	0.0%	i	43	-3%	6%	-1.2%	-5%	-2.1	89
